Bioassay records as filed in PubChem.
PMI inhibitors – inhibitors of human PMI, primary screen, biochemical, fluorescence intensity, coupled assay (AID 1209); purified PMI enzyme, coupled fluorescence intensity; higher % means a stronger effect; inhibition, % at 20 µM, or IC50 in µM where a hit was titrated; actives 0.42% (n = 190,000);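 further: plate controls were DMSO vehicle for no effect and wells lacking substrate for full effect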
LYP inhibition – PTPN22 lymphoid phosphatase activity blockers – biochemical, fluorescence intensity, uHTS (AID 1779); recombinant LYP phosphatase, fluorescence intensity; higher % means a stronger effect; one-dose inhibition, % at 11.5 µM; IC50 in µM for titrated hits; actives 0.054% (n = 290,000);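 further: plate controls were vehicle with enzyme for no effect and no enzyme for full effect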
XIAP displacement – small molecules displacing peptide from XIAP – biochemical, IAP family, fluorescence polarization (AID 1018). XIAP BIR domain, fluorescence polarization peptide displacement; higher % means a stronger effect. displacement, % at 20 µM, or IC50 in µM where a hit was titrated. actives 0.007% (n = 200,000); in the data active means displacement above about 50%; further: a part of the inactive calls stands beside numbers as strong as those of hits
NOD1 NF-kB reporter – inhibition of NOD1-driven NF-kB reporter – cell-based, luminescence, uHTS, primary screen (AID 1578) | NOD1-driven NF-kB luciferase reporter cells, luminescence; higher % means a stronger effect | inhibition, % at 4 µM, or EC50 in µM where a hit was titrated | actives 1% (n = 290,000); in the data active means inhibition mostly above about 36%, no sharp cut-off; inactive means mostly below about 34%;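 further: HEK-293T reporter cells stimulated with the NOD1 agonist gamma-tri-DAP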
PMI inhibition – MPI inhibition at elevated mannose 6-phosphate – biochemical, fluorescence intensity, high mannose 6-phosphate, primary screen (AID 1220); recombinant PMI enzyme, coupled fluorescence intensity; higher % means a stronger effect; inhibition, % at 20 µM; hits with a dose series show IC50 in µM; actives 0.66% (n = 190,000)
KOR beta-arrestin-1 – kappa opioid receptor blockers – cell-based, luminescence, uHTS (AID 1778) | actives 0.091% (n = 290,000) | inhibition, % at 10 µM, or IC50 in µM where a hit was titrated | KOR beta-arrestin recruitment, luminescence, antagonist mode; higher % means a stronger effect; further: strong numbers were not always called active
TNAP activation fold – stimulation of alkaline phosphatase TNAP activity – biochemical, luminescent, no phosphate acceptor, uHTS, primary screen (AID 1001) | purified TNAP, luminescent activation assay, no phosphate acceptor; higher activation fold means a stronger effect | activation fold at 20 µM, or EC50 in µM where a hit was titrated | actives 0.03% (n = 200,000); in the data active means activation fold from about 3, or a potency from the dose series; inactive means the rest, 99 in 100 with activation fold below about 1.6; further: many of its hits are not listed in these tables
HEK293 NOD2/NF-kB – NOD2 signaling inhibitors, cell-based, luminescence, uHTS, HEK293 (AID 1566); HEK293 NOD2/NF-kB luciferase reporter, luminescence; higher % means a stronger effect; one-dose inhibition, % at 4 µM; EC50 in µM for titrated hits; actives 0.63% (n = 290,000); further: many of its hits are not listed in these tables
KOR beta-arrestin-2 – kappa opioid receptor activators – cell-based, luminescence, uHTS, primary screen (AID 1777); activation, % at 10 µM, or EC50 in µM where a hit was titrated; actives 0.02% (n = 280,000); KOR beta-arrestin recruitment, luminescence; higher % means a stronger effect; in the data active means activation above about 50%, passing the limit was not always enough; further: a part of the inactive calls stands beside numbers as strong as those of hits
* hit, by the source's call; · = no result given; [ ] = remark or other dose. Unless noted, no stated cut-off is given here; in the data, active means inhibition above about 50%; inactive means the rest. A portion of the library; the hit share may differ from the screen's.

SMILES	PMI inhibitors	LYP inhibition	XIAP displacement	NOD1 NF-kB reporter	PMI inhibition	KOR beta-arrestin-1	TNAP activation fold	HEK293 NOD2/NF-kB	KOR beta-arrestin-2
CCC(CC)NC(=O)Nc1ccc(C)cc1	·	-7%	·	-4%	·	12%	·	-16%	0.4%
COc1cc(C2NC(=S)NC(C)=C2C(=O)Nc2ccc(C)cc2)ccc1O (configuration not stated)	9%	-6%	-14%	-50%	15%	-15%	1	-52%	-0.2%
O=[N+]([O-])c1ccc2[nH]c3c(c2c1)CCCC3	5%	0%	-2.3%	-55%	7%	3%	1	-29%	-4.5%
COc1ccccc1NC(=S)NC1CCC(CC2CCC(NC(=S)Nc3ccccc3OC)CC2)CC1 (configuration not stated)	0%	-9%	-12%	-6%	-13%	-25%	1.5	9%	6.2%
COc1cc(/C=N\NC(=O)c2nonc2N)c(OC)cc1Br	1%	-3%	-7.1%	-15%	3%	-20%	1.1	17%	-1.5%
O=C1NC2(CCCCCC2)C(=O)N1Cc1ccc([N+](=O)[O-])cc1	8%	-6%	-1.3%	-2%	2%	25%	1	-5%	-0.4%
Cc1ccc(C(=O)c2ccccc2C(=O)OCC(=O)NCCc2ccccc2)cc1	8%	-3%	-5.6%	35%	-3%	-28%	1.1	-4%	4.4%
O=C(NCC1CCCO1)c1cc(NS(=O)(=O)c2cccs2)cc(NS(=O)(=O)c2cccs2)c1 (configuration not stated)	-24%	-5%	-5.1%	-9%	-12%	3%	1	10%	2.3%
NNC(=S)Nc1ccc(S(=O)(=O)N2CCCCC2)cc1	·	-3%	·	1%	·	7%	·	-11%	-2.1%
CCCCC(=O)Nc1ccc(NC(=S)NC(=O)c2cccs2)cc1OC	17%	-3%	-0.7%	-8%	14%	29%	0.8	13%	-1.0%
O=C(N/N=C/c1ccc(O)cc1)c1cncc(Br)c1	·	-2%	·	-5%	·	-26%	·	4%	0.6%
CC(C)(C)S(=O)(=O)c1cnc(N2CCCCC2)nc1N	·	-1%	·	-14%	·	18%	·	-1%	1.9%
CCOC(=O)c1c(NC(=O)c2ccc(-n3cnnn3)cc2)sc2c1CCCC2	8%	5%	-8.7%	-3%	16%	-12%	1.4	45%	3.3%
CCOc1ccccc1NC(=O)N1CCCN(c2ncccc2C#N)CC1	·	-6%	·	-12%	·	4%	·	-12%	-2.5%
Cc1nc(SCc2ccccc2)nc2c1CCC2	-2%	-8%	-0.1%	-32%	-5%	-7%[20 µM]	1.1	-58%	-3.4%
CC1(C)CC(=O)C2=C(C1)c1c(ccc3ccccc13)NC2c1cc([N+](=O)[O-])cc([N+](=O)[O-])c1O (configuration not stated)	-2%	-4%	-6.4%	29%	35%	-118%[20 µM]	0.9	42%	·
O=C(c1ccccc1CCc1ccccc1)N1CCCC1	·	-6%	·	-28%	·	-2%[20 µM]	·	4%	1.0%
CCCCc1ccc(S(=O)(=O)NCCc2ccncc2)cc1	0%	0%	-0.7%	19%	-4%	-19%	1	19%	1.4%
CCc1nn(CCCC(=O)NCc2ccco2)c(=O)c2cc3occc3n12	·	-12%	·	-14%	·	20%	·	13%	5.4%
CCOC(=O)c1c(NC(=O)c2cccnc2)sc(C(C)=O)c1C	18%	-5%	-1.5%	4%	13%	6%	1	19%	-1.6%
Cc1ccccc1N(C(=O)c1snc(C(N)=O)c1N)C(C(=O)NC1CCCCC1)c1ccc(O)cc1 (configuration not stated)	·	-7%	·	-15%	·	-23%	·	12%	4.3%
Cc1cccc(NC(=O)CCCN2C(=S)NC(C)(C)CC2C)c1C (configuration not stated)	-6%	-2%	-3.7%	-33%	-7%	30%	1	-3%	-1.3%
COc1ccc([N+](=O)[O-])cc1NC(=O)CCC(=O)c1cccs1	-2%	-4%	-0.6%	-14%	-3%	15%	1.1	26%	-8.9%
CN1CCN(C(=O)c2ccc(Cl)c(S(=O)(=O)N3CCCCC3)c2)CC1	1%	-6%	-6.8%	34%	-8%	-83%	1.1	14%	-3.8%
COc1ccc(/C=N/NC(=O)c2cc(-c3cccn3C)n[nH]2)cc1OC	-9%	4%	-1.6%	-9%	-5%	11%	0.1	4%	1.4%
Cc1c(C(=O)N2CCOCC2)sc(NC(=O)CCl)c1C#N	·	-7%	·	36%	·	-1%	·	-34%	-4.0%
O=c1sc2ccccc2n1Cc1ccccc1	-4%	-3%	-7.3%	-17%	-7%	-22%[20 µM]	1.1	12%	-2.7%
Cc1cccc(NC(=O)NNC(=O)COc2ccc([N+](=O)[O-])cc2)c1C	·	-12%	·	-17%	·	5%	·	9%	1.3%
COc1ccc(CNC(=O)CN2C(=O)COc3ccc(S(=O)(=O)NC4CCCC4)cc32)cc1	·	-12%	·	-17%	·	-44%	·	10%	8.7%
c1ccc2c(c1)c1ccccc1n2CN1CCOCC1	1%	-6%	-0.4%	-18%	5%	-35%	1.1	2%	-2.7%
Cc1ccc(-n2nc(-c3ccc(OC(F)(F)F)cc3)cc2N)cc1C	·	-10%	·	12%	·	-64%	·	-21%	·
O=[N+]([O-])c1ccc(-c2csc(NN=C3CCCC3)n2)cc1	-1%	-9%	-5.5%	28%	3%	-80%[20 µM]	1.1	-25%	·
Cc1ccc(-c2cc([C@H]3[C@H]4C=CC[C@@H](C)[C@@H]4C(=O)N3Cc3ccccc3)ccc2F)cc1	·	5%	·	-3%	·	-2%	·	27%	4.3%
Cc1ccc(/C=N/N2CCN(c3ccncc3S(=O)(=O)N3CCCCC3)CC2)cc1	20%	-4%	-7.0%	-10%	20%	8%	1.1	-10%	0.8%
CCOC(=O)c1cc(C)sc1/N=C/C1C(=O)CCCC1=O	10%	-8%	-4.4%	-3%	12%	-2%	0.9	19%	-4.0%
CCCCC(CC(O)COCCC)C(=O)NN (configuration not stated)	·	-1%	-3.8%	-47%	·	0%[20 µM]	1.1	-13%	·
FC(F)(F)Oc1ccc(NC(=S)Nc2ccccc2N2CCOCC2)cc1	·	-2%	·	4%	·	13%	·	17%	-0.7%
CCCCC#Cc1ccccc1CC(=O)Nc1ccccc1	-19%	-4%	-8.6%	1%	-27%	1%	1	9%	4.2%
COc1ccccc1NCC(=O)N/N=C(\C)c1cccs1	3%	-1%	-7.1%	-22%	13%	30%	1.1	-16%	2.5%
CC1(C)Oc2ccc(C(=O)Nc3ccccc3)cc2N(CC#N)C1=O	·	-3%	·	-9%	·	2%	·	-28%	3.0%
CCc1cccc(CC)c1NC(=O)Cn1c(-c2ccccc2Cl)nc2ccccc21	22%	3%	-6.1%	-30%	11%	·	2.5	-37%	·
O=C(CNc1ccccc1)N/N=C/c1c[nH]c2ccccc12	10%	-10%	-9.9%	16%	6%	-28%	1.3	14%	-6.0%
Cc1cc(C)c(C)c(S(=O)(=O)N2CCN(CC(=O)Nc3sccc3C#N)CC2)c1C	-1%	4%	-1.4%	-10%	-3%	-44%	1	8%	7.9%
Nc1c(Cl)c(Cl)nc(C(=O)OCC(=O)NC2CCCCC2)c1Cl	·	0%	·	-16%	·	-6%	·	-14%	6.5%
COc1ccc(CCNC(=S)c2ccccc2)cc1OC	·	-7%	·	15%	·	-54%	·	24%	13%
CCN1C(=O)c2cccc3c(S(=O)(=O)N4CCCC4C(=O)O)ccc1c23 (configuration not stated)	·	-6%	·	-10%	·	30%	·	-11%	-1.9%
CN1CCN(C(=O)C2=C[C@@H](C3CCCCC3)C[C@@H](OCc3ccc(CO)cc3)O2)CC1	11%	-5%	-3.1%	-2%	-5%	-19%	1.1	21%	2.3%
Clc1ncccc1-c1nnn(-c2ccccc2Br)n1	8%	-8%	-3.7%	-24%	1%	7%	1	-10%	-2.1%
CCOC(=O)c1ccc(NC(=O)C2(c3ccccc3)CCOCC2)cc1	-4%	3%	-7.4%	-21%	-2%	-1%	1.1	-17%	-5.6%
CCN1C(=O)[C@H]2[C@@H](c3ccc(C)cc3)N3C(=O)N(c4ccc(C)cc4)C(=O)[C@@]3(Cc3ccc(Cl)cc3)[C@H]2C1=O	·	-7%	·	22%	·	-15%[20 µM]	·	7%	-4.2%
CCOc1ccccc1N(CC(=O)Nc1ccc(S(=O)(=O)N2CCOCC2)cc1)S(C)(=O)=O	·	-8%	·	20%	·	4%	·	0%	-4.7%
CCSc1nc2sc3c(c2c(=O)n1C1CCCCC1)CCN(C)C3	-38%	-6%	-7.2%	20%	-34%	-5%	1	19%	-9.9%
CCOC(=O)c1sc2cc([N+](=O)[O-])cc(SCCO)c2c1N	6%	4%	-2.3%	-32%	0%	26%	1	-17%	-0.8%
COc1ccc(C(C)C)cc1S(=O)(=O)NC1CCCC1	·	-10%	·	-32%	·	-21%	·	-6%	1.4%
CC(C)N1CCN(Cc2cccs2)CC1CCO (configuration not stated)	0%	-8%	-5.4%	-16%	-4%	-11%	1.1	-23%	-1.9%
Oc1[nH]c(=S)sc1/C=C1\C(c2ccccc2)=Nc2ccccc21	8%	-2%	-1.7%	72%*	9%	-14%	0.9	-23%	-0.3%
COc1ccc(/C=C/C(=O)NC(=S)NNC(=O)c2cc(OC)c(OC)c(OC)c2)cc1OC	·	-1%	·	7%	·	-32%	·	0%	1.1%
CCCCc1cc(=O)oc2c(C)c(OCC(=O)NCCN3CCOCC3)ccc12	·	-9%	·	-25%	·	-42%	·	-12%	-2.9%
O=C(Cc1ccc(F)cc1)Oc1ccc(C(=S)N2CCCC2)cc1	6%	0%	-0.2%	-22%	11%	·	1.1	7%	-0.1%
O=C(COC(=O)c1cc(Cl)nc2ccccc12)c1ccc(Cl)cc1	24%	-10%	-10%	7%	11%	-13%	1.1	12%	-2.0%
Continuation:
SMILES	PMI inhibitors	LYP inhibition	XIAP displacement	NOD1 NF-kB reporter	PMI inhibition	KOR beta-arrestin-1	TNAP activation fold	HEK293 NOD2/NF-kB	KOR beta-arrestin-2
O=C(OCc1nc2ccccc2s1)C1CCN(S(=O)(=O)c2cccs2)CC1	7%	-10%	-4.1%	-46%	0%	-18%	1.1	3%	4.3%
CCOP(=O)(O)c1ccccc1OCCCCCOc1ccccc1P(=O)(O)OCC	8%	-9%	-1.0%	2%	2%	3%	1.1	4%	1.7%
CCCCN1CNC(=S)N(CCc2ccccc2)C1	6%	-7%	-0.8%	-4%	-2%	17%	1	25%	-6.1%
C/C(=N\NC(=O)C(N)=O)c1ccc2c(c1)OCCO2	-20%	0%	-7.5%	14%	-4%	-16%	1.1	-14%	-0.9%
CN(c1ccccc1)S(=O)(=O)c1ccc(C(=O)Nc2nccs2)cc1	14%	-5%	-3.3%	7%	11%	-30%	1.1	23%	3.1%

Profiles as entered above.
`Cc1ccc(C(=O)c2ccccc2C(=O)OCC(=O)NCCc2ccccc2)cc1` across the screens: PMI inhibitors: 8%; LYP inhibition: -3%; XIAP displacement: -5.6%; NOD1 NF-kB reporter: 35%; PMI inhibition: -3%; KOR beta-arrestin-1: -28%; TNAP activation fold: 1.1; HEK293 NOD2/NF-kB: -4%; KOR beta-arrestin-2: 4.4%
`Clc1ncccc1-c1nnn(-c2ccccc2Br)n1` across the screens: PMI inhibitors: 8%; LYP inhibition: -8%; XIAP displacement: -3.7%; NOD1 NF-kB reporter: -24%; PMI inhibition: 1%; KOR beta-arrestin-1: 7%; TNAP activation fold: 1; HEK293 NOD2/NF-kB: -10%; KOR beta-arrestin-2: -2.1%
`CCN1C(=O)[C@H]2[C@@H](c3ccc(C)cc3)N3C(=O)N(c4ccc(C)cc4)C(=O)[C@@]3(Cc3ccc(Cl)cc3)[C@H]2C1=O` across the screens: PMI inhibitors: ·; LYP inhibition: -7%; XIAP displacement: ·; NOD1 NF-kB reporter: 22%; PMI inhibition: ·; KOR beta-arrestin-1: -15%[20 µM]; TNAP activation fold: ·; HEK293 NOD2/NF-kB: 7%; KOR beta-arrestin-2: -4.2%
